# CHRM5 PAM: positive allosteric modulators of human muscarinic M5 receptor; CHO-K1 hM5, Fluo-8 calcium, ACh EC20 PAM; 0% = ACh EC20, 100% = ACh EC100; activation, % at 3 µM; P08912; actives 0.3% (n = 360,000);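 active means activation above the run cutoff, the mean activation of all test compounds plus 3 SD, cut at about 18% in these data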
# Target sequence (P08912 whole entry, looked up): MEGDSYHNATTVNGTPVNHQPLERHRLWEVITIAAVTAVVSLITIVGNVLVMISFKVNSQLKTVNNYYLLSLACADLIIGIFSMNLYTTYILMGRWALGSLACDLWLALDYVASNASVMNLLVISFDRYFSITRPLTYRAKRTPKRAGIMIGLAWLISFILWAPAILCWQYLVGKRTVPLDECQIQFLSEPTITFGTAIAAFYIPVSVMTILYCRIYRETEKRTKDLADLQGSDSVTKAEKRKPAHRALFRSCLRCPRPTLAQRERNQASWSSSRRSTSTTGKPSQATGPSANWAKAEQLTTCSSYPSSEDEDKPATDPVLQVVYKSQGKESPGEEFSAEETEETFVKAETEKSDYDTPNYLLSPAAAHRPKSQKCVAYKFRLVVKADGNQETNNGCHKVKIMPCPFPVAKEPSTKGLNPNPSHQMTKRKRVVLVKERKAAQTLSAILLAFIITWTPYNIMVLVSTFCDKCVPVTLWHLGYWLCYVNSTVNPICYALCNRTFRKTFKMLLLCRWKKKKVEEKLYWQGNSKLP
#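 System: CHO-K1 cell line with stable human muscarinic M5 receptor expression | Also added: EC20 acetylcholine as agonist stimulus | Compound: One concentration, 3 µM final (nominal) | Timing: Fluo-8 loading 80 min at 37 °C plus 30 min room temperature | Measured by: Fluo-8 calcium dye fluorescence, kinetic read | Read-out basis: % activation, ACh-normalized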
# CHRM4 antagonist: blocks acetylcholine activation of human M4 receptor; P08173; CHO-hM4 cells, ACh EC80, Fluo-8 calcium fluorescence; inhibition, % at 3 µM; actives 0.73% (n = 360,000);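 active means inhibition above its plate's cutoff, the mean inhibition of sample wells plus 3 SD, cut at about 27% in these data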;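 further: 0% = acetylcholine EC80 with DMSO and 100% = DMSO without agonist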
# Target sequence (P08173 whole entry, looked up): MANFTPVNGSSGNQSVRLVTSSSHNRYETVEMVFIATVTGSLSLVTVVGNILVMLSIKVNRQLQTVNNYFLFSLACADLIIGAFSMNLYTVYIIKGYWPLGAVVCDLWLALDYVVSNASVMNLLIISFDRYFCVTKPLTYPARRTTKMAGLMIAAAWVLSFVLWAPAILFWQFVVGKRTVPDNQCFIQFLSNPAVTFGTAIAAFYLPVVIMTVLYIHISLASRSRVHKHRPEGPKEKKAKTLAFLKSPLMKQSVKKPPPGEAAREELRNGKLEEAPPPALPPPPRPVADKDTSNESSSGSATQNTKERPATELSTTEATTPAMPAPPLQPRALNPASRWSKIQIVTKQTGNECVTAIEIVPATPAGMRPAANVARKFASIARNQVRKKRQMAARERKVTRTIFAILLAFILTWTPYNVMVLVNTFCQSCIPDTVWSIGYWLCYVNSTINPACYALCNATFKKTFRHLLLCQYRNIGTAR
# M4 PAM: CHRM4 positive allosteric modulation | P08173 | CHO-K1 hM4/Gqi5, Fluo-8 calcium fluorescence, ACh EC20; 0% = ACh EC20, 100% = maximal ACh | activation, % at 3 µM | actives 0.4% (n = 360,000);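 active means activation above its plate's cutoff, the mean activation of sample wells plus 3 SD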; further: some results filed as inactive read as strong as hits
# CHRM5 agonist: agonists of human muscarinic M5 receptor (CHRM5); actives 0.19% (n = 360,000); P08912; CHO-K1 hM5 cells, Fluo-8 calcium fluorescence; 0% DMSO wells, 100% maximal acetylcholine response; AID 624037; activation, % at 3 µM;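 active means activation above the run's mean over test compounds plus 3 SD, cut at about 23% in these data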;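 further: signal is peak over basal fluorescence ratio across the kinetic read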
# CHO-K1 Ca antag: counter-screen for M1 antagonists: effect in parental CHO-K1 cells. actives 0.6% (n = 360,000). inhibition, % at 3 µM. AID 602250. ATP-induced calcium, Fluo-8 fluorescence;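 active means inhibition above a per-plate cutoff, the plate's mean sample inhibition plus 3 SD, cut at about 24% in these data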;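 further: 0% = DMSO plus EC80 ATP and 100% = DMSO alone without ATP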
# CHO-K1 Ca PAM: counter-screen for M1 PAMs: effect in parental CHO-K1 cells | ATP EC20, Fluo-8 calcium fluorescence; 0% at ATP EC20, 100% at ATP max | activation, % at 3 µM | actives 0.02% (n = 360,000) | AID 602247;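 active means activation above the run cutoff, the mean activation of all test compounds plus 3 SD, cut at about 40% in these data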;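 further: peak over basal fluorescence ratio in a 140 s read after ATP addition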
# CHRM4 agonist: CHRM4 agonism in calcium assay; actives 0.14% (n = 360,000); activation, % at 3 µM; AID 624127; CHO-K1 hM4/Gqi5, Fluo-8 calcium fluorescence; vehicle 0%, full acetylcholine response 100%; P08173;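 active means activation above the run mean over all test wells plus 3 SD, cut at about 32% in these data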;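 further: peak over basal fluorescence ratio per well then scaled between controls; 0% = DMSO wells and 100% = acetylcholine at EC100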
# M5 antag: antagonists of human muscarinic M5 receptor (CHRM5); AID 624040; actives 0.59% (n = 360,000); inhibition, % at 3 µM; CHO-hM5 cells, Fluo-8 calcium fluorescence, ACh EC80;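 active means inhibition above a per-plate cutoff, the mean of that plate's test compounds plus 3 SD, cut at about 27% in these data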;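 further: 0% = acetylcholine EC80 with DMSO and 100% = DMSO without agonist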
# CHO-K1 Ca ag: M1 agonist counterscreen hit in parental CHO-K1 cells; actives 0.48% (n = 360,000); AID 602248; Fluo-8 calcium fluorescence; scaled to maximal ATP response, vehicle zero; activation, % at 3 µM; in the data active means activation above about 15%;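 further: untransfected CHO-K1 host cells lacking M1 receptor as counterscreen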
# * hit, by the source's call. Outcome played no part in choosing rows. Share with any hit: about 2.7%.
SMILES,CHRM5 PAM,CHRM4 antagonist,M4 PAM,CHRM5 agonist,CHO-K1 Ca antag,CHO-K1 Ca PAM,CHRM4 agonist,M5 antag,CHO-K1 Ca ag
Cc1cccc(NC(=O)CCS(=O)(=O)c2ccc(Br)cc2)c1,-1,-4,-1,-7,-4,7,3,0,0.2
COc1ccc(CNC(=O)c2cc(=O)c3cc(C)ccc3o2)cc1,-2,-5,6,2,-7,16,4,-1,8.7
O=C(CN1C(=O)C2CC=CCC2C1=O)NCC(=O)Nc1ccc(F)c(F)c1 (stereo unspecified),6,10,-3,-2,-2,-12,0,4,1.1
O=C(Nc1ccc(N2CCN(C(=O)c3cccs3)CC2)cc1)c1cccnc1,2,-2,-6,5,0,5,3,-15,1.4
C/C(Cc1ccccc1)=N\NC(=O)CNC(=O)c1ccc(C(C)(C)C)cc1,-6,7,3,-3,14,18,0,8,-0.1
CN(C)CCNC(=O)c1sc2cccc(F)c2c1Cl,14,-7,0,-4,-20,24,0,-4,2.7
CCCC(=O)Nc1nnc(SCC(=O)N2CCN(c3ccccc3)CC2)s1,13,0,2,8,-5,18,1,-19,0.7
Cc1ccc(Nc2nc(CSc3nnc(-c4cccnc4)n3-c3ccccc3C)cs2)cc1,-1,-9,-1,-5,-13,22,-2,-5,-0.3
Cc1cnc(C)c(N2CCN(Cc3nc(-c4ccc(C)o4)oc3C)CC2)n1,5,-15,2,-4,-11,16,1,10,0.3
CCN(CC)S(=O)(=O)c1ccc(/C=C/C(=O)OCC(=O)N(C)C)cc1,7,2,1,5,-3,7,1,9,0.8
COc1cccc(C(=O)Nc2ccc3c(c2)C(=O)c2ccccc2C3=O)c1,-2,0,3,-1,2,8,1,7,0.3
CCOC(=O)N1CCN(C(=O)c2ccc(-n3c(=S)[nH]c4ccccc4c3=O)cc2)CC1,15,-18,11,6,-26,17,1,-13,0.1
CCOc1cc(NC(=O)c2ccco2)c(OCC)cc1NC(=O)c1ccco1,11,-7,1,2,-15,7,1,-3,-0.3
C=CCNS(=O)(=O)c1ccc(OCC(=O)OC)cc1,-2,-4,9,1,6,-6,1,1,0.4
Cc1cccc(Oc2ccccc2NC(=O)c2cnccn2)c1,3,1,6,-2,-13,17,0,-4,0.5
Cc1ccc(CN2C(=O)CSC2c2ccc(F)cc2)cc1 (stereo unspecified),-6,5,-13,-7,-12,0,-2,-1,-1.3
Cc1cc(C(=O)N/N=C/c2c3ccccc3cc3ccccc23)n[nH]1,-3,10,5,-3,-17,6,1,3,-0.1
NC(=O)c1ccsc1NC(=O)COC(=O)/C=C/c1ccccc1[N+](=O)[O-],-40,31*,-8,5,-1,1,23,20,18*
Cc1ccccc1/C(N)=N/OC(=O)c1ccc(F)cc1,-1,2,1,-4,-15,0,1,-5,1.6
CCCNC(=O)C(=O)NCc1ccccn1,-4,-4,-1,3,-6,24,2,8,1.1
Cc1ccc(CNC(=O)c2ccc(OCC3CCCO3)cc2)cc1 (stereo unspecified),3,4,2,-2,-3,22,0,0,0.4
CCCS(=O)(=O)NC(=O)C1(C)CCN(C(=O)c2ccc(SC(F)(F)F)cc2)C1 (stereo unspecified),1,7,0,1,-2,10,0,-3,0.7
O=C(COC(=O)CNC(=O)c1ccccc1)Nc1ccc2c(c1)OCO2,-2,0,1,-2,-11,24,1,-5,2.1
CC(C)(C)OC(=O)N1CCC(CNC(=O)c2cccs2)CC1,1,6,-6,2,5,2,0,-5,6.5
Cc1ccc(C(c2c(NC(=O)c3ccco3)sc(C)c2C)N2CCOCC2)cc1 (stereo unspecified),-1,-4,11,1,-3,14,0,-6,0.0
CS(=O)(=O)c1cccc(-c2ccc3nncn3c2)c1,-3,-3,-3,0,-6,1,1,5,0.3
Cc1cc(C)nc(NC(=O)c2cc([N+](=O)[O-])cc([N+](=O)[O-])c2)n1,2,1,13,3,9,-5,0,-11,-0.2
N#CCc1nn(-c2ccc(Cl)cc2)c(N)c1C#N,-1,9,-3,-1,15,-12,1,-7,-0.2
CCCCN(C)c1c(C)nc2ccc(C(=O)N(CC)CCN(C)C)cn12,3,-21,2,-9,-6,19,2,13,-0.2
COc1ccc(NC(=S)N(Cc2ccc(Cl)cc2)Cc2ccc(C(=O)O)cc2)cc1Cl,7,5,3,-2,2,6,1,0,-0.4
CCCN(CCC)C(=O)CC(c1ccccc1)c1cc(C)ccc1O (stereo unspecified),1,-12,-3,-5,-21,13,-1,-4,0.2
CCOC(=O)C1=C(COC(=O)c2c(OC)cccc2OC)NC(=O)NC1C (stereo unspecified),-8,-9,-4,4,-3,-1,9,9,2.4
CCOc1ccc(-c2cc(C(=O)N/N=C(\C)c3cccnc3)c3ccccc3n2)c(OCC)c1,-1,7,1,-2,-13,11,1,2,0.0
O=C(NC(Cc1ccccc1)C(=O)O)/C(=C/c1ccccc1)NC(=O)c1cccc(Br)c1 (stereo unspecified),5,-1,1,1,7,-2,0,4,0.1
Oc1ccc(-c2csc(Nc3ccc4c(c3)OCO4)n2)c(O)c1,-6,9,-5,-1,-3,-14,1,7,-0.3
NC(=O)C1Cc2ccccc2CN1C(=O)c1nn(Cc2ccccc2)c(=O)c2ccccc12 (stereo unspecified),-7,0,-3,5,-13,18,2,1,1.6
Cc1ccc(C(=O)NC2CC3CCC(C2)N3Cc2ccco2)cc1 (stereo unspecified),-6,-7,-4,-3,0,14,0,6,0.4
CC(=O)c1ccc(N2CCC(c3cc(-c4ccc(Cl)cc4)n[nH]3)CC2)c([N+](=O)[O-])c1,-10,29*,-16,1,14,-3,4,14,0.9
O=C(CCCCn1c(=O)c2ccccc2n(Cc2ccc(F)cc2Cl)c1=O)NCc1ccco1,1,6,16,-4,3,5,-1,-12,-0.5
O=C(CCc1ccccc1)NC(=S)Nc1ccccc1[N+](=O)[O-],4,-3,-1,-5,-8,2,3,-12,1.3
Cc1ccc(CNCC(O)(c2ccc(F)cc2)c2ccc(F)cc2)cc1,-9,2,-21,-5,-3,14,4,0,1.5
O=C(Nc1ccnn1C1CCN(Cc2ccc(Cl)cc2)CC1)C1CCCC1,-4,5,-7,-4,2,17,2,10,1.2
COC(=O)c1cc(NC(=O)c2cccc(C(F)(F)F)c2)c(=O)oc1C/C=N/OCc1cccc(Cl)c1Cl,6,-4,3,-2,2,19,0,-4,2.1
Cc1c(OC(C)C(=O)NCCCN2CCOCC2)ccc2c1oc(=O)c1ccccc12 (stereo unspecified),-3,10,-2,-1,-21,22,3,9,3.7
CCOc1cc2[nH]c(=S)n(CCCN3CCCC3=O)c(=O)c2cc1OCC,2,8,-2,-1,-9,15,1,-1,1.2
CCc1ccccc1NC(=O)NCc1ccc2c(c1)OCO2,5,1,5,-5,-2,11,1,-6,0.9
O=C1NC[C@H](CC2CCCCC2)N(CCc2cccc3ccccc23)C1=O,5,-2,14,1,-18,11,0,-7,0.3
Cc1ccc(S(=O)(=O)C=CS(=O)(=O)c2ccc(C)cc2)cc1,-1,32*,-5,1,7,-7,7,6,0.5
CC(Sc1nnnn1C)C(=O)Nc1ccc(N2CCOCC2)cc1 (stereo unspecified),-4,5,0,1,-3,17,0,6,0.2
Cc1c(C)c2cc(Cl)c(O)c(CN(C)C)c2oc1=O,2,2,0,-2,-4,5,0,-1,0.1
O=C1c2ccccc2C(=O)N1CCCOc1ccccc1,-4,-13,5,-3,-2,4,3,-10,1.5
C=C(C)Cn1c(C2CC(=O)N(c3ccccc3F)C2)nc2ccccc21 (stereo unspecified),-7,3,-12,4,8,-4,13,-2,3.2
COc1cccc(OC)c1C(=O)N1CCN=C1SCc1cccnc1,5,0,0,-4,-8,16,0,-4,0.5
COc1ccccc1OCCNC(=O)C(CCSC)NS(=O)(=O)c1ccccc1F (stereo unspecified),-4,-12,1,2,-8,4,2,-2,0.7
O=C1CN(C(=O)COC(=O)/C=C/c2ccc(OC(F)F)cc2)c2ccccc2N1,-3,4,-3,-1,3,1,4,-8,2.3
CCCCNC(=O)CSc1nc2ccc(NC(=O)CSc3nnc(N)s3)cc2s1,1,4,14,0,-7,20,2,-1,3.0
CCN(CC(=O)Nc1ccccc1OC)C(=O)c1ccc2[nH]c3c(c2c1)CC(C)CC3 (stereo unspecified),-26,1,-9,4,0,-9,13,8,3.8
O=C(Nc1ccc(Cl)cc1)c1cc(S(=O)(=O)N2CCCCC2)ccc1N1CCOCC1,1,-3,-3,-2,20,-9,0,2,0.1
COc1c(C)cc(C(=O)C2CCCN(C(=O)c3csc(C)n3)C2)cc1C (stereo unspecified),5,-10,5,-2,-11,9,2,-9,2.9
COc1ccc(Cc2c(C(C)(C)C)nc3ccc(Cl)cn23)c(C)c1,-4,-4,-6,1,-32,23,0,-3,0.5

# Going on with the list.
SMILES,CHRM5 PAM,CHRM4 antagonist,M4 PAM,CHRM5 agonist,CHO-K1 Ca antag,CHO-K1 Ca PAM,CHRM4 agonist,M5 antag,CHO-K1 Ca ag
Cc1ccc(N2C(=O)[C@@H]3C(c4ccc(F)cc4)=NO[C@@H]3C2=O)cc1,-3,-8,5,-3,-14,18,3,-1,1.1
COc1ccc(NC(=O)c2c([N+](=O)[O-])c(C(C)(C)C)nn2C)cc1,1,3,-6,0,7,-16,7,0,1.9
O=C(COc1ccccc1)N1CCN(S(=O)(=O)c2ccc(Cl)cc2)CC1,6,16,13,-1,12,-10,2,2,1.0
CN(CC(=O)Nc1ccccc1Br)C(=O)c1cccc([N+](=O)[O-])c1,2,0,1,-1,-15,1,3,15,1.6
Cc1cccc(C)c1-n1nnnc1S(=O)(=O)Cc1ccccc1Cl,-3,2,0,-2,6,-6,-1,3,0.3
Cn1c(N)c(N=Nc2ccc(S(N)(=O)=O)cc2)c(=O)n(C)c1=O,0,-12,5,-3,15,-7,1,-11,0.1
CN(C)C1(CNC(=O)c2cccc(S(=O)(=O)Nc3ccc(Br)cc3)c2)CCCCC1,3,-10,1,-4,-3,5,3,4,0.8
Cc1c(OCC(N)=O)ccc2c(-c3ccccc3)cc(=O)oc12,-3,6,-3,-1,-12,1,1,9,0.3
COc1cnc(-c2ccccn2)nc1Sc1ccccc1Cl,-1,-1,11,-5,12,-4,1,-9,0.7
CN(C)c1c(F)cc(C(=O)NCc2ccccc2)cc1F,-1,-6,6,-2,11,-10,1,7,0.4
COc1ccc(-c2cc(C(=O)OCC(=O)NC(C)C)c3ccccc3n2)cc1,-2,2,-13,-6,-7,13,11,8,2.9
CC(=O)Nc1sc(NC(=O)c2ccccc2)nc1-c1cccs1,-9,-11,0,6,-6,6,8,0,5.6
CC1(C)Cc2cccc(OCC(=O)N3CCN(c4ccccc4Cl)CC3)c2O1,-7,-1,1,-2,-4,7,7,10,2.1

# Part of the list above, reformatted.
SMILES | CHRM5 PAM | CHRM4 antagonist | M4 PAM | CHRM5 agonist | CHO-K1 Ca antag | CHO-K1 Ca PAM | CHRM4 agonist | M5 antag | CHO-K1 Ca ag
COc1ccc(NC(=O)c2c([N+](=O)[O-])c(C(C)(C)C)nn2C)cc1 | 1 | 3 | -6 | 0 | 7 | -16 | 7 | 0 | 1.9
O=C(COc1ccccc1)N1CCN(S(=O)(=O)c2ccc(Cl)cc2)CC1 | 6 | 16 | 13 | -1 | 12 | -10 | 2 | 2 | 1.0
CN(CC(=O)Nc1ccccc1Br)C(=O)c1cccc([N+](=O)[O-])c1 | 2 | 0 | 1 | -1 | -15 | 1 | 3 | 15 | 1.6
Cc1cccc(C)c1-n1nnnc1S(=O)(=O)Cc1ccccc1Cl | -3 | 2 | 0 | -2 | 6 | -6 | -1 | 3 | 0.3
